# Screening data from PubChem.
# VCAM1 TNFa inh = reduces TNF alpha induced VCAM1 expression in HUVEC. HUVEC TNFa-induced VCAM-1 immunofluorescence, high-content imaging. inhibition, % at 2 µM. 0.48% of 95,000 active. AID 802;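 active = inhibition above the batch mean plus 3 SD, with images confirmed as a hit by eye, cut at about 37% in these data; inconclusive = inhibition above that limit but hit not confirmed in images; inactive = inhibition not above that limit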;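 note: 0% = TNF-stimulated DMSO wells and 100% = unstimulated control wells; not every result past the cut was called active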
# PTPN22 act = LYP (human) phosphatase activation; Q9Y2R2; activation, % at 2 µM; AID 697; 0.11% of 96,000 active; recombinant LYP, DiFMUP fluorescence; 0 = plate median, 100 = signal doubled;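 active = activation at 2 µM above a set limit, the mean plus 5 SD, cut at about 37% in these data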
# F-actin modifier = alters cytoskeleton assembly in HUVEC cells; AID 836; inhibition, % at 2 µM; HUVEC TNFa F-actin phalloidin imaging, high content; 0.18% of 91,000 active;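 active = inhibition above the batch mean plus 3 SD and confirmed as a hit by visual image inspection, cut at about 30% in these data, passing the limit was not always enough; inconclusive = above the inhibition threshold but rejected on visual inspection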; note: strong numbers were not always called active
# HUVEC tox IL1B = toxic to HUVEC cells under IL-1B stimulation | cell count reduction, % at 2 µM | HUVEC cell count loss, Hoechst imaging, IL-1B stimulated | 0.41% of 94,000 active | AID 845;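 active = cell count reduction more than 3 SD above the screen-wide mean, cut at about 70% in these data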;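 note: normalized per plate to untreated control cells as the no-loss baseline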
# ERa coact inh = blocks coactivator binding to human estrogen receptor alpha; P03372; TR-FRET ER-alpha LBD / SRC-1 peptide, estradiol-bound; inhibition, % at 25.6 µM; 1.7% of 86,000 active; in the data active = inhibition above about 50%;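 note: 0% = receptor plus peptide control and 100% = peptide only without receptor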
# Target sequence (P03372 whole entry, looked up, the tested form may be a part): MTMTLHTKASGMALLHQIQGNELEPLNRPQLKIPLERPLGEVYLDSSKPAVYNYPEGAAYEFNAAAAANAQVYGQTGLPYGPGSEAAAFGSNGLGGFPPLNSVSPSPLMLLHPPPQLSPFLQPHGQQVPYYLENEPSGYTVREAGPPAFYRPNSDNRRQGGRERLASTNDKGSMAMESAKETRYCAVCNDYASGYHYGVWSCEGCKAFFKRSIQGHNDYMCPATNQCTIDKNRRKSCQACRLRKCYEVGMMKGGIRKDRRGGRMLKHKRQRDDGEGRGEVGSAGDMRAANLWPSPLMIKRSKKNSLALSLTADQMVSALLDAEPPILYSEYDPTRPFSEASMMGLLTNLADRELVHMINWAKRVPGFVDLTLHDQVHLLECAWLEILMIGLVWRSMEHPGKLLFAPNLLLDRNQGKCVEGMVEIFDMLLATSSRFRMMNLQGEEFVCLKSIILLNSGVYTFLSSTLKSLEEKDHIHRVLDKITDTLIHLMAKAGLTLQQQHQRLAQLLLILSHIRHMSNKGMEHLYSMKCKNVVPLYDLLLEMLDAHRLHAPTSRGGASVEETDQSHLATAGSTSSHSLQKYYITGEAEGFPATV
# HUVEC tox TNFa = toxic to HUVEC cells under TNF alpha stimulation; HUVEC TNFalpha-stimulated, Hoechst cell count, imaging; cell count reduction, % at 2 µM; 0.17% of 93,000 active; AID 848;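 active = cell count reduction exceeding the screen mean by over 5 SD, scaled to untreated wells per plate, cut at about 78% in these data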;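 note: cells counted after 24 h of TNF alpha exposure following the 1 h pretreatment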
# LYP inh 2 = inhibitors of human LYP (PTPN22) phosphatase. Q9Y2R2. recombinant LYP catalytic domain, DiFMUP fluorescence. inhibition, % at 2 µM. 0.21% of 96,000 active. AID 640;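 active = inhibition at 2 µM at or above a set limit, the screen mean plus 3 SD, cut at about 24% in these data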;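 note: 0% = DMSO with enzyme and 100% = enzyme fully blocked by orthovanadate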
# PTK2B oligo ant = antagonists of human Pyk2 oligomerization; 0.83% of 99,000 active; Q14289; Q293 cells, Pyk2 FERM NanoBiT luminescence; hits give low values; AID 1347419; z-score (the deposit names both 25 µM and 10 µM);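 active = Z-score of -3 or lower, scaled per plate to the spread of control and sample wells; inactive = z-score above -3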;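 note: negative z-score means lost luminescence so less FERM oligomerization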
# FAK blocker = FAK (human) kinase inhibition; 0.84% of 97,000 active; Q05397; biochemical FAK kinase activity assay; inhibition, %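 (tested at 7 µM)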; in the data active = inhibition above about 19%;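 note: 0% = DMSO and 100% = reference compound high control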
# An asterisk follows results filed as active; u = inconclusive; x = no result given; [ ] = another dose, or the depositor's remark. The order is random (roughly 3.8% active in at least one column).
SMILES,VCAM1 TNFa inh,PTPN22 act,F-actin modifier,HUVEC tox IL1B,ERa coact inh,HUVEC tox TNFa,LYP inh 2,PTK2B oligo ant,FAK blocker
CCOc1ccccc1NC(=O)CN(c1cc(C)cc(C)c1)S(=O)(=O)c1c(C)noc1C,13,10,-14,-3,-2,0,-13,x,0
O=C(CCN1C(=O)C2CC=C(Cl)CC2C1=O)NCc1ccco1 (configuration not stated),18,1,8,-1,-11,-17,-3,1.2,-2
CCOCC(=O)Nc1nnc(C)s1,17,11,-18,-32,-2,-50,-14,-0.64,-5
COc1ccc(C(c2c(O)ccc3ccccc23)N2CCOCC2)c(OC)c1 (configuration not stated),11,-1,1,-4,41[fluorescence artefact?],-33,0,-1.7,-1
CC(=O)CS(=O)(=O)c1ccc(Oc2ccc(S(=O)(=O)CC(C)=O)cc2)cc1,1,-7,9,-7,0,-7,5,0.14,2
CS(=O)(=O)N(CC(=O)NC1CCCC1)c1ccc2c(c1)OCCO2,16,-14,2,8,-7,-16,17,0.5,9
O=C(NC1CCCC1)c1sc(=S)n2c1[nH]c(=O)c1ccccc12,-1,-6,20,19,8[fluorescence artefact?],-16,7,-3.1*,-3
O=C(Nc1nc(-c2ccncc2)cs1)c1ccc(S(=O)(=O)N2CCOCC2)cc1,-2,-6,0,-4,-1[fluorescence artefact?],-13,2,-0.83,0
CN(C(=O)c1cccc(Nc2ccc(-c3ccc4c(c3)OCCO4)nn2)c1)C1CCCCC1,-4,-4,9,-17,-2,-24,4,-3.6*,3
N=c1n(Cc2ccccc2)c2ccccc2n1CC(O)c1ccccc1 (configuration not stated),-15,2,9,-21,-1,-12,2,1.1,-10
NC(=S)Nc1cccc2cccnc12,18,4,-8,20,x,-1,-1,0.77,7
COc1cccc(NC(=O)CSc2nnc(C)s2)c1,6,13,-7,-26,-5,-16,-13,0.18,-2
Cc1cc(C)cc(NC(=O)c2nnn(Cc3cc(C)ccc3C)c2N)c1,2,3,-2,27,-5,-5,-4,x,2
O=C(Cc1ccccc1)NCCCN1CCN(CCCNC(=O)Cc2ccccc2)CC1,19,-2,4,-20,-12,-17,6,-0.05,-4
COc1ccc(Cl)cc1S(=O)(=O)N1CCN(C(=O)c2ccco2)CC1,13,-12,-3,-18,0,-5,11,0.26,2
COc1cccc2cc(C(=O)N3CCC(C)CC3)c(=O)oc12,-9,-4,3,2,-5,-8,1,x,3
CCn1c(SCC(=O)C(C)(C)C)nnc1-c1ccccc1OC,-15,10,7,-27,4,2,-13,-0.34,4
CN1CCc2c(sc(/N=C/c3cccs3)c2C(N)=O)C1,11,-10,-20,-4,24[fluorescence artefact?],-44,8,-0.37,4
CC1CN(S(=O)(=O)c2cccc(-c3cn4ccccc4n3)c2)CC(C)O1 (configuration not stated),19,6,55,-43,-5,-49,-7,-1.2,1
COc1ccccc1NC(=O)C1=C(C)Nc2nc(CCCO)nn2C1c1cccnc1 (configuration not stated),-26,-2,13,-10,-20,-30,2,1.1,-1
Cc1cc(NC(=O)CSc2nnc(-c3ccc(S(=O)(=O)N4CCCC4)cc3)n2C)no1,8,-8,-5,6,-4[fluorescence artefact?],-25,6,0.59,-3
COc1ccc(-n2nnnc2S(=O)(=O)CC(=O)N2CCCCC2)cc1,u,-6,6,5,4,-18,5,x,-1
CC(=O)c1ccc(N2CCN(C(=O)C3CCN(S(=O)(=O)Cc4ccccc4)CC3)CC2)cc1,-3,-9,-39,0,6,-10,7,0.37,-3
CCCCC(=O)NC1(C(F)(F)F)C(=O)Nc2c1c(=O)n(C)c(=O)n2C (configuration not stated),-14,-8,33,7,0,-27,7,-0.79,-2
NC(=O)C1(N2CCCCC2)CCN(C(=O)CCCn2c(=O)[nH]c3ccsc3c2=O)CC1,18,2,-21,2,-1,-10,-4,x,x
CC(C)NC(=O)CSCc1c(Cl)cccc1Cl,11,-6,-16,9,x,-3,9,0.28,0
CSc1nnc2c3c4c(sc3nc(-n3nc(C)cc3C)n12)COC(C)(C)C4,-6,-6,-30,-24,10,-4,4,-0.94,-3
CCOC(=O)C(Sc1ncnc2c1sc1nc(N3CCOCC3)c3c(c12)CCCC3)c1ccccc1 (configuration not stated),9,-7,9,-17,x,0,12,x,-10
O=C(NCc1cccs1)c1cnc2ccccn2c1=O,10,-1,2,-25,3[fluorescence artefact?],-11,-2,0.24,0
O=S(=O)(N/N=C/c1ccc2c(c1)OCCO2)c1ccccc1,4,-8,35,-8,x,-7,13,1.3,3
CCCCCC1CC(CC(=O)O)C(=O)O1 (configuration not stated),6,-7,18,27,1,-24,8,0.8,-2
Cc1cccc(-c2c3c(=O)n(C)c(=O)n(C)c3c3cccnn23)c1,6,4,17,11,-18[fluorescence artefact?],-21,0,0.7,-3
CCCOc1ccccc1C(=O)N(Cc1ccco1)C1CCS(=O)(=O)C1 (configuration not stated),17,7,-28,33,x,25,-8,-0.32,0
CCO/C=C1/C(=O)N(C)C(=O)c2cc(OC)ccc21,-20,0,18,-9,x,-38,1,-0.58,11
COc1cccc2cc(C(=O)C3=C(O)C(=O)N(CCN(C)C)C3c3ccc(F)cc3)oc12 (configuration not stated),-22,1,-11,-19,7,-21,-2,1.4,2
FC(F)(F)c1cc(-c2ccccc2)nc(N2CCOCC2)n1,19,5,2,16,-8,-8,-3,-0.59,-2
C=CCn1c(SCC(=O)Nc2ccccc2CC)nnc1-c1ccncc1,-9,4,-34,-18,8,-2,-3,-0.29,-8
COc1ccc(C(=O)CN2CCN(c3ccc(F)cc3)CC2)cc1OC,-3,-8,-9,14,-2[fluorescence artefact?],-18,11,1.4,10
O=C(Nc1cccc([N+](=O)[O-])c1)C12CC3CC(C1)CC(n1cnc([N+](=O)[O-])n1)(C3)C2,5,2,-7,-30,x,25,2,0.87,2
O=S(=O)(NCC(c1cccnc1)N1CCN(c2ccc(F)cc2)CC1)c1ccc(F)cc1 (configuration not stated),-19,4,5,38,x,2,-6,x,5
CN(C(=O)CSc1nnc(-c2ccco2)o1)C1CCCCC1,2,5,-2,-5,-2,-39,-6,0.34,-4
CCNC(=O)CN(CCc1ccccc1)S(=O)(=O)c1ccc(OC)cc1,7,-6,x,6,-7,-14,7,-0.7,-2
COc1ccc(C(=O)Nc2nc3c(s2)Cc2cc(OC)ccc2-3)cc1,5,-4,-15,-16,95*[fluorescence artefact?],16,6,-0.98,-1
O=S(=O)(c1ccccc1)c1nc(-c2ccco2)oc1N1CCCCCC1,-26,-8,-2,-4,-5,-11,4,0.86,1
COc1ccc(NC(=O)N2CCC(n3nnc4cc(C)ccc43)CC2)cc1,3,-9,18,-25,-7,-9,4,-0.61,0
CCN(CC)S(=O)(=O)c1ccc(Cl)c(C(=O)Oc2cccnc2)c1,3,25,-49,-2,-1,-8,-26,0.13,-1
CCOC(=O)CSc1nc2c(c(=O)n(C)c(=O)n2C)n1Cc1ccccc1F,0,-4,-2,-20,28,-14,4,x,-1
COc1ccc(-c2cc(C(=O)Nc3c(C)nn(Cc4ccccc4Cl)c3C)no2)cc1OC,-2,-7,2,-10,4[fluorescence artefact?],-18,4,-0.29,-2
CCOc1ccc(-n2c3nc4ccccc4nc3c3c(=O)n(Cc4ccco4)cnc32)cc1,14,-16,-18,-21,44[fluorescence artefact?],3,12,x,10
O=C(COC(=O)C1c2ccccc2Oc2ccccc21)NC1CCS(=O)(=O)C1 (configuration not stated),9,-5,72*,-1,-1,-18,3,1.1,3
# (listing goes on)
SMILES,VCAM1 TNFa inh,PTPN22 act,F-actin modifier,HUVEC tox IL1B,ERa coact inh,HUVEC tox TNFa,LYP inh 2,PTK2B oligo ant,FAK blocker
COc1ccc(CCNC(=O)CNS(=O)(=O)c2ccc(Br)s2)cc1OC,12,3,8,-8,x,-33,-5,-0.56,0
c1ccc(CNc2nc3ccccc3n3cnnc23)cc1,1,-2,-6,2,4,-23,-2,x,-5
C=CCN1C(=O)C2(c3ccccc31)C1CCCC=C1C(C#N)=C(N)C2(C#N)C#N (configuration not stated),x,10,x,-5,3,x,-5,0.11,-2
N#CC1(Cc2ccccc2Cl)c2ccccc2C=CN1C(=O)c1ccccc1 (configuration not stated),18,4,1,12,x,-5,-1,-1.9,1
CCOc1ccc(-n2c(=O)c3sccc3n(CC(=O)NCc3ccco3)c2=O)cc1,3,6,2,-12,0,-29,-7,0.77,-2
CCN(C(=O)CSc1nc2nc(C)cc(C)n2n1)c1ccccc1,3,-1,1,0,7[fluorescence artefact?],-36,1,0.96,-2
COc1ccc(/C=C/C(=O)Nc2ccccc2C(=O)N2CCCC2)cc1,-1,0,7,-116,x,-6,-1,0.17,-2
COc1ccccc1NS(=O)(=O)c1ccc(NC(C)=O)cc1,-7,0,-12,20,-5[fluorescence artefact?],3,-4,0.14,1
CC1CCc2c(C(=O)N3CCN(S(=O)(=O)c4cccs4)CC3)csc2C1 (configuration not stated),7,-2,7,-4,-19[fluorescence artefact?],-16,0,-1.1,0
COc1ccccc1CNS(=O)(=O)c1cc(C)ccc1OC,11,3,3,6,2,-1,-4,0.57,-1

# Brought forward from above: 5 entries, followed by the next part.
SMILES,VCAM1 TNFa inh,PTPN22 act,F-actin modifier,HUVEC tox IL1B,ERa coact inh,HUVEC tox TNFa,LYP inh 2,PTK2B oligo ant,FAK blocker
CCN(C(=O)CSc1nc2nc(C)cc(C)n2n1)c1ccccc1,3,-1,1,0,7[fluorescence artefact?],-36,1,0.96,-2
COc1ccc(/C=C/C(=O)Nc2ccccc2C(=O)N2CCCC2)cc1,-1,0,7,-116,x,-6,-1,0.17,-2
COc1ccccc1NS(=O)(=O)c1ccc(NC(C)=O)cc1,-7,0,-12,20,-5[fluorescence artefact?],3,-4,0.14,1
CC1CCc2c(C(=O)N3CCN(S(=O)(=O)c4cccs4)CC3)csc2C1 (configuration not stated),7,-2,7,-4,-19[fluorescence artefact?],-16,0,-1.1,0
COc1ccccc1CNS(=O)(=O)c1cc(C)ccc1OC,11,3,3,6,2,-1,-4,0.57,-1
O=C(CSc1nc2ccccc2o1)c1cc2ccccc2oc1=O,14,5,-36,-35,5,5,-2,-0.32,-5
CCOc1ccc(NC(=O)CSC2=C(C#N)C(c3ccc4c(c3)OCO4)CC(=O)N2)cc1 (configuration not stated),11,3,-10,-36,-1[fluorescence artefact?],6,-6,-0.9,2
O=C(O)C1C2C=CC(C3CC23)C1C(=O)O (configuration not stated),17,9,-9,2,7,10,-12,-0.08,1
O=C(Nc1ccc(N2CCN(C(=O)c3ccccc3)CC2)cc1)c1ccc(Br)o1,-4,-12,-15,9,0,-2,14,-0.12,11
CCOC(=O)N1CCN(S(=O)(=O)c2cccs2)CC1,12,-6,-4,-44,-5,-30,3,0.78,-1
CN(C)CC(C)(C)CNC(=O)C1CCN(Cc2ccccc2O)CC1,5,4,-5,6,-6[fluorescence artefact?],3,-6,0.3,3
Cc1nc(NC(=O)c2cccnc2)ccc1Br,-2,-2,-47,1,-5,13,6,1.3,-2
CSCc1cc(N2CCOCC2)nc(SCc2ccc(Cl)c(Cl)c2)n1,6,1,12,-22,x,-19,1,-0.37,1
Cc1ccc(S(=O)(=O)ON=C2CCN(S(=O)(=O)c3ccccc3)CC2)cc1,-1,-2,16,-5,x,-5,4,0.28,3
COc1ccc(OC)c(C(=O)CN2C(=O)NC(C)(c3ccccc3)C2=O)c1 (configuration not stated),-24,4,-38,26,-1,5,-1,0.36,6
CSc1ccc(Cn2nnc(C(=O)Nc3ccc(C)c(C)c3)c2N)cc1,21,7,-6,20,30,-10,-8,x,2
Cc1ccc(-c2cn(S(=O)(=O)c3cccc4nsnc34)nc2N)cc1,-1,7,6,-16,-2,-3,-9,-1.1,2
CCOC(=O)NC1(NCc2ccccc2)Oc2ccccc2O1,22,-6,-4,-4,3,3,3,1.5,1
